PLK1 PBD block = qHTS for Inhibitors of PLK1-PDB (polo-like kinase 1 - polo-box domain): Primary Screen; Plk1 PBD binding of FITC phosphopeptide, fluorescence polarization; Potency, µM, for the others: max response, negative = inhibition, usual class: inhibitors; 360,000 compounds, 2.8% hits; Serine/threonine-protein kinase PLK1 (Homo sapiens), P53350; further: potency means the concentration at half of the fitted maximal effect; series mostly up to about 57 µM; on the % scale 0 is the no-effect control and ±100 the full control effect; nearly all actives have a fitted effect of over 65% in size
GLP-1R inv ag = qHTS of GLP-1 Receptor Inverse Agonists (Inhibition Mode). Glucagon-like peptide 1 receptor (Homo sapiens), P43220. HEK293 GLP-1R CRE-luciferase, luminescence, 24 h; GLP-1R form is constitutively active. Potency, µM (doses to about 38.3 µM), for inactives: at the top dose activity change, negative = inhibition, hits mostly inhibitors. 410,000 compounds, 1.6% hits; further: potency means the concentration at half of the fitted maximal effect; on the % scale 0 is the no-effect control and ±100 the full control effect; nearly all actives have a fitted effect of over 55% in size
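qHTS in 1536-well format: reporter HEK293 cells expressing constitutive GLP-1R activity in DMEM + 10% Nu serum, 24 hr with compounds at 37 deg C, luminescence read after 12 min with detection reagent.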
GLP-1R agonist = qHTS of GLP-1 Receptor Agonists; AID 624172, 2012; Potency, µM (top dose mostly 45.6 µM), for the others: top-dose activation, hits mostly activators; 380,000 compounds, 0.007% hits; HEK293 GLP-1R CRE-luciferase, luminescence, 4-6 h; cells express a hypersensitive GLP-1R form; further: potency means the concentration at half of the fitted maximal effect; % of control where 0% means no effect
HEK293 tox = qHTS of GLP-1 Receptor Inverse Agonists: Cytotox Screen. HEK293 cAMP-luciferase reporter cells, luminescence, 24 h. Potency, µM (highest dose often 38.3 µM), inactives show at the top dose activity change, negative = inhibition, most hits filed as inhibitors. 410,000 compounds, 0.13% hits. AID 624418, 2012;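 further: loss of luciferase light is scored as toxicity; potency means the concentration at half of the fitted maximal effect; on the % scale 0 is the no-effect control and ±100 the full control effect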
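Cells in DMEM/10% Nu serum/1% pen-strep, 1536-well format. Pre-incubated 12 h, dosed with 23 nL compound, incubated a further 24 h. Luciferase detection, 12 min at room temp, luminescence.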
EPAC1 agonist = qHTS for Agonist of cAMP-regulated guanine nucleotide exchange factor 3 (EPAC1): primary screen. 360,000 compounds, 0.073% hits. EPAC1 agonist qHTS, biochemical assay; response scale: 100% = response to 6.5 mM cAMP. Rap guanine nucleotide exchange factor 3 (Homo sapiens), O95398. Potency, µM (titrated, usually from 154 µM), for inactives: top-dose activation, usual class: activators; further: potency means the concentration at half of the fitted maximal effect; nearly all actives have a fitted effect of over 60% in size
Target sequence (O95398 whole entry, looked up): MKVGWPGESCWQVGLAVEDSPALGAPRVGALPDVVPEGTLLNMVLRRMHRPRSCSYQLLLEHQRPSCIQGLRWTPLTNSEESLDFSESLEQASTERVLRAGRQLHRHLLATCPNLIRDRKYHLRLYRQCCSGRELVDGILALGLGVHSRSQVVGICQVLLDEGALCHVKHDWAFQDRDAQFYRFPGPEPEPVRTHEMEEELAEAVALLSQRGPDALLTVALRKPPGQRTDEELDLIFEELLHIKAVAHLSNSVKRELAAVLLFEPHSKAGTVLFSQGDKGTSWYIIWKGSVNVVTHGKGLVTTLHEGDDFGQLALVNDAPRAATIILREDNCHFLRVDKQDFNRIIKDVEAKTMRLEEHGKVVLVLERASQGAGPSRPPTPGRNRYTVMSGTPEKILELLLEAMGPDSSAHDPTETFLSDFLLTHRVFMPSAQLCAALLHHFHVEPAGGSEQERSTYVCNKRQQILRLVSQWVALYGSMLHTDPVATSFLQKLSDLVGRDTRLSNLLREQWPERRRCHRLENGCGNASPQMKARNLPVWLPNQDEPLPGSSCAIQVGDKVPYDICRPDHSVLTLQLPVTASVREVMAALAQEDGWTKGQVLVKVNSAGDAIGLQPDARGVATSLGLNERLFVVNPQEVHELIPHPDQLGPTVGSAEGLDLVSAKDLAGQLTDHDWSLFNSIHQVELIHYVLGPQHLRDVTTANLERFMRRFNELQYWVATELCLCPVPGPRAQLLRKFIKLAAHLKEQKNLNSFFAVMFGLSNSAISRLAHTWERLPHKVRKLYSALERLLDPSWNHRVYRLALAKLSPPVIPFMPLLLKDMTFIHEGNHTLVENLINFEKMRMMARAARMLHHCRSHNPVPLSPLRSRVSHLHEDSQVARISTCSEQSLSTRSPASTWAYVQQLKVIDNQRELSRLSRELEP
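Compounds were pinned as a concentration titration into mixtures of EPAC1 (100 nM), BODIPY-GDP-loaded Rap1B (250 nM) and GDP (50 uM). After 5 min at room temperature, fluorescence was followed for 30 min; activity was scaled to 6.5 mM cAMP.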
IL2 activator = qHTS of IL-2 Activators; IL-2 activation reporter assay, cell-based qHTS; stimulated with anti-CD3/CD4/CD28 beads; in transgenic mouse T cells; activation, % (series mostly up to about 46 µM); 360,000 compounds, 0.065% hits; in the data active means activation above about 50%; inconclusive means mostly about 30% to 49%; further: 0% is about no effect
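Unstimulated transgenic mouse T cells preincubated 60 min with compound, then stimulated with anti-CD3/anti-CD4-coated beads plus anti-CD28 for 18 h at 37 degrees C. IL-2 response read as EGFP and DsRed fluorescence by plate cytometry.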
PTHR1 agonist = qHTS for PTHR1 Agonists: Primary Screen; AID 743266, 2014; Potency, µM (doses to about 115 µM), without a hit: at the top dose activation, hits mostly activators; HEK293 GP2 PTHR1 cells, GloSensor cAMP luminescence, 1 h; 410,000 compounds, 0.075% hits; further: potency means the concentration at half of the fitted maximal effect; nearly all actives have a fitted effect of over 55% in size; some results filed as inactive show a strong effect at the top dose; inactives centre near -15; many of its hits are not listed in these tables
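HEK-293-derived GP2 cells expressing PTHR1 and a GloSensor cAMP reporter, 3,000/well, plated overnight, given luciferin plus IBMX (each 0.5 mM as added) for 1 h at 37 °C, then compound for 1 h at 37 °C. Luminescence was read after 15 min at room temperature.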
EPAC1 antag = qHTS for Antagonist of cAMP-regulated guanine nucleotide exchange factor 3 (EPAC1): primary screen. EPAC1 GEF assay, Rap1b-BODIPY-GDP exchange fluorescence. Potency, µM (series often up to 115 µM), for inactives: top-dose activity change, negative = inhibition, actives largely listed as inhibitors. 360,000 compounds, 0.14% hits;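 further: potency means the concentration at half of the fitted maximal effect; plate controls were vehicle for no effect and positive control for full effect; nearly all actives have a fitted effect of over 50% in size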
PI5P4Ka inh = qHTS for Inhibitors of phosphatidylinositol 5-phosphate 4-kinase (PI5P4K). Phosphatidylinositol 5-phosphate 4-kinase type-2 alpha (Homo sapiens), P48426. PI5P4Kalpha enzyme, ADP-Glo luminescence, 60 min; stronger effect = lower value. max response, %. 330,000 compounds, 1.2% hits; active means max response of -50% or lower; inconclusive means between -30% and -50%; inactive means -30% or higher; further: value at the top dose of about 77 µM; on the % scale 0 is the no-effect control and ±100 the full control effect
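Luminescence from ADP-Glo served as readout of PI5P4Kalpha activity in a qHTS format. Reaction: enzyme, substrate, compound, ATP at 5 microM final, 60 min at RT.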
* marks the source's active call; other numbers are inactive results; i = inactive; ? = inconclusive; nt = not tested or not shown; & = joins results of further samples; [ ] = dose if it differs, or a comment. Unless noted, the call rests on the fitted dose curve; in most records, active means well fitted curve in the direction sought with a large enough effect; inconclusive means small, poorly fitted or top-dose-only effect, or another doubt; inactive means no such curve, though single readings can be large; an effect the other way counts as inactive or inconclusive. The list is partial; count on the stated rates, not on these rows.

SMILES	PLK1 PBD block	GLP-1R inv ag	GLP-1R agonist	HEK293 tox	EPAC1 agonist	IL2 activator	PTHR1 agonist	EPAC1 antag	PI5P4Ka inh
N#C/C(=C\c1ccc(-c2cccc(C(F)(F)F)c2)o1)C(=O)Nn1cnnc1	-23%	2%	0%	10%[1.53 µM]	-25%	1.5	14%	34%[activator]	-1
CCOC(=O)C1=C(COC(=O)CNC(=O)c2ccccc2F)NC(=O)NC1C (stereo not given)	-5%	5%	-7%	8%	2%	-0.4	i	10%	-9
CSc1ncccc1C(=O)OCc1c(F)cccc1Cl	-7%	-28%	?	-1%	7%	0.5	7%	?	12
CC1CCN(S(=O)(=O)c2cccc(S(=O)(=O)N3CCOCC3)c2)CC1	-2%	-1%	7%	5%	-5%	1.6	i	-5%	0
C=CCn1c(-c2cccn(Cc3ccc(Cl)cc3Cl)c2=O)n[nH]c1=S	-13%	0%	-5%	?	1%	-1.8	-2%[57.5 µM]	-13%	nt
CC(C)(C)c1ccc(OCC(O)CS(=O)(=O)c2ccccn2)cc1 (stereo not given)	-1%	0%	4%	-15%	-1%	-3.5	-43%[inhibitor]	10%	nt
Nc1ccc(C(=O)c2cccs2)cc1[N+](=O)[O-]	-7%	24%	18%	-11%	12%	0.7	-20%	-27%	-5
O=C(NCc1ccccc1)c1ccco1	-8%	17%	21%	20%	-1%	-0.2	i	-14%	-7
CC(=O)Nc1sc2c(c1C#N)CCCCC2	-5%	0%	?	5%	-13%	-1.7	-1%[57.5 µM]	4%	0
COC(=O)c1ccccc1NC(=O)C1CCN(c2ncnc3c2nc2n3CCCCC2)CC1	-13%	5%	0%	-11%	-22%	-4.5	-22%	-15%	-5
Cc1ccc(-c2nnc(SCC(=O)NC3CCCC3)n2C)cc1	-1%	7%	9%	-2%	-3%	3.6	i	-3%	3
S=C(N/N=C/c1ccccc1Cl)Nc1ccccc1	-5%	?	12%	4µM*	8%	-2.5	i	1%	nt
Cc1c(OCC(=O)NCc2cccnc2)ccc2c3c(c(=O)oc12)CCCC3	4%	48%[activator]	0%	3%	14%	-3.0	-25%	14%	0
CC(C)=NNc1nc(-c2ccccc2)cs1	-16%	?	-4%	-7%	1%	0.9	-31%[inhibitor]	1%	-9
C=CCOc1c(/C=N\NC(N)=O)cccc1OC	-15%	1%	-4%	-6%	-3%	0.0	-9%	?	2
Cc1nc2ccc(S(=O)(=O)NCC(=O)N3CCCC(C)C3)cc2s1 (stereo not given)	-7%	-4%	-7%	5%	5%	-0.5	-8%[57.5 µM]	10%	2
CC(C(=O)Nc1ccccn1)N1C(=O)C2C3C=CC(C3)C2C1=O (stereo not given)	-11%	5%	-8%	-11%	12%	3.0	i	0%	2
CC(C)CNC(=O)c1ccccc1N(Cc1ccccc1)S(C)(=O)=O	3%	6%	-3%	-10%	10%	1.1	i	3%	2
Cc1cccc(C)c1OCc1nc2ccccc2[nH]1	-3%	?	0%	11%	5%	-1.9	-3%	-21%	5
CCc1cccc(C)c1NC(=O)CCCC(=O)O	-3%	1%	-6%	-14%	-4%	0.6	-15%	3%	1
Cc1nonc1C1CCCN1Cc1cn[nH]c1-c1ccc(-c2ccccc2)cc1 (stereo not given)	-2%	-5%	12%	-8%	3%	0.3	6%	-1%	-3
CCN(CC)C(=O)c1csc(Nc2cccc3ccccc23)n1	-11%	?	14%	-4%	-5%	-0.7	-27%	5%	-13
COc1cc(/C=N\NC(=O)c2ccc(C)nc2)ccc1OC(=O)c1ccc2c(c1)OCO2	-15%	11%	-5%	-39%	-3%	0.2	i	-17%	1
Cn1c(N=Nc2ccc(N3CCOCC3)cc2)[n+](C)c2ccccc21	-7%	9%[0.307 µM]	-21%	7%[0.307 µM]	-31%[inhibitor]	0.0	-25%	-23%	?
Cc1ccc(S(=O)(=O)N2CCC(C(=O)NCCCN3CCCCCC3)CC2)cc1	-13%	0%	-11%	-1%	0%	0.2	-6%[57.5 µM]	12%	nt
(list continues)
SMILES	PLK1 PBD block	GLP-1R inv ag	GLP-1R agonist	HEK293 tox	EPAC1 agonist	IL2 activator	PTHR1 agonist	EPAC1 antag	PI5P4Ka inh
COc1ccc(-c2[nH]n(-c3ccc([N+](=O)[O-])cc3)c(=O)c2C=NCc2ccc(F)cc2)cc1	-10%	14%	11%	13%	4%	1.0	i	-10%	-3
COc1ccc(S(=O)(=O)N(CCc2ccccc2)CC(=O)N/N=C/c2ccc3c(c2)OCO3)cc1	-8%	-8%	-1%	-9%	0%	-2.2	-15%	-2%	-6
Cc1ccc(-n2nc3c(=O)n(CCCC(=O)NCc4ccccc4C)nc(C)c3c2C)cc1	-2%	-21%&5%	-5%	2%&3%	-17%	-0.8	-9%&-16%	8%	-4
CCN(C(=O)CSc1ncn[nH]1)c1c(N)n(Cc2ccccc2)c(=O)[nH]c1=O	-8%	9%	0%	-2%	3%	0.7	-32%[inhibitor]	-4%	4
CNc1nc(C23CC4CC(CC(C4)C2)C3)cs1	-7%	?	-2%	2%	4%	-0.2	-6%	-14%	1
CCc1ccccc1NC(=O)c1ccc2snnc2c1	-28%	5%	12%	-3%	-1%	-3.1	i	-15%	-14
N/C(Cc1cccc2ccccc12)=N\OC(=O)c1ccccc1F	-4%	20%	10%	17%	21%	-3.1	-22%	1%	11
FC(F)(F)c1cccc(Nc2nc(N3CCCC3)nc(N3CCCC3)n2)c1	-2%	14%	1%	-2%	5%	2.2	-12%	12%	-2
O/N=C(\Cn1ccnc1)c1ccccc1	3%	7%	-4%	-18%	-2%	-3.6	-10%	-1%	0
COc1ccc(C2CC(=O)C=C(O)C2)cc1 (stereo not given)	-4%	3%	-1%	5%	11%	-2.4	-23%	-7%	-2
O=C(Cc1ccc(S(=O)(=O)N2CCOCC2)s1)N(Cc1ccccc1)c1ccccc1	-7%	?	4%	-6%	-3%	-0.4	-25%	-19%	-7
O=C(COc1ccccc1)NNC(=S)NC(=O)c1ccc(Cl)cc1Cl	-22%	-8%	6%	7%	10%	0.8	-8%	-17%	nt
CCOC(=O)c1ccc(NC(=O)CSc2nc3cccnc3n2C)cc1	-20%	66%[activator]	16%	5%	10%	0.5	-14%[57.5 µM]	?	1
COc1ccc(-c2ccc(CCC(=O)O)n2-c2ccc(O)cc2)cc1	-15%	7%	2%	41%[activator]	12%	0.0	i	14%	-19
CC(C)(C)c1cc(NS(=O)(=O)c2cccs2)no1	-3%	0%	-7%	-9%	3%	0.6	-6%	0%	-1
Cc1ccnc(NS(=O)(=O)c2ccc(NC(=O)Cc3ccccc3)cc2)n1	-18%	17%	0%	-10%	12%	-0.6	i	-5%	-3
CCn1ncc(C2=NOC(C(=O)Nc3ccc(C)cc3)C2)c1C (stereo not given)	-13%	0%	0%	-2%	9%	-2.3	-25%	16%	-2
CC(C)NC(=O)COc1cccc2ccccc12	-8%	-5%	2%	7%	7%	-0.4	-22%	-4%	-3
CCOc1cc(C)c(C(C)C)cc1S(=O)(=O)N1CC(C)OC(C)C1 (stereo not given)	-8%	?	17%	4%	-18%	-0.9	-18%	-14%	7
COc1cccc(/C=N/NC(=O)CNC(=O)CCc2ccccc2)c1O	-3%	?	10%	0%	2%	0.9	i	-10%	-9
CN1C(=S)SC(/[N+]([O-])=C\c2ccccc2F)C1(C)C (stereo not given)	-9%	-4%	-3%	3%	-10%	3.0	-2%	-22%	1
Cc1ccc(/C=N/N=C2/NC(=O)C(CC(=O)N3CCOCC3)S2)cc1 (stereo not given)	?	6%	-4%	3%	12%	0.8	i	-27%	-5
O=S(Cc1ccc(Cl)cc1)CC(O)COCc1ccc(Cl)cc1 (stereo not given)	-10%	-20%	-4%	1%	5%	0.9	-23%[57.5 µM]	-3%	nt
CC1CCN(C(=O)C2CCN(c3nnc(-n4cccc4)s3)CC2)CC1	-14%	-28%	1%	-10%	5%	-1.9	-27%	3%	0
CCCN1CCN(CCCNC(=O)CN2C(=O)COc3ccccc32)CC1	-2%	-16%	0%	2%	-11%	-0.8	i	17%	nt
Carrying on:
SMILES	PLK1 PBD block	GLP-1R inv ag	GLP-1R agonist	HEK293 tox	EPAC1 agonist	IL2 activator	PTHR1 agonist	EPAC1 antag	PI5P4Ka inh
Cc1ccc2nc(SCC(=O)NC3CCCc4ccccc43)[nH]c2c1 (stereo not given)	-19%	8.9µM*	-1%	-9%	-11%	-0.1	-13%	15%	-10
CCOC(=O)CSc1nnc(CNc2ccc(F)cc2)o1	-6%	0%	-8%	3%	5%	-1.1	23%[57.5 µM]	-2%	nt
COC(=O)c1ccc(N(CC(=O)NC2CCCCC2)C(=O)CNC(=O)c2ccco2)cc1	-10%	18%	16%	-5%	3%	0.6	i	-2%	0
Cn1cccc1CC(=O)NNC(=O)Nc1ccc(Cl)cc1	-7%	-4%	-3%	-8%	11%	-4.1	i	13%	-3
CCCCCC(=O)Nc1ccc(-c2nnc3n2CCCCC3)cc1	-3%	11%	-1%	7%	1%	-1.5	i	-8%	5
CC(=O)Nc1ccc(NC(=O)C2CC(=O)N(c3cccc(C)c3C)C2)cc1 (stereo not given)	-5%	-6%	-16%	-1%	-3%	-0.3	-9%[57.5 µM]	7%	-5

Structures above marked active in GLP-1R inv ag.
structure | PLK1 PBD block | GLP-1R inv ag | GLP-1R agonist | EPAC1 agonist | IL2 activator | PTHR1 agonist | EPAC1 antag | PI5P4Ka inh
Cc1ccc2nc(SCC(=O)NC3CCCc4ccccc43)[nH]c2c1 (stereo not given) | -19% | 8.9µM* | -1% | -11% | -0.1 | -13% | 15% | -10

Source: PubChem BioAssay (National Center for Advancing Translational Sciences (NCATS))
